Lipid droplet: hepatic lipid droplet formation modulation; AML12 mouse hepatocytes, oleate lipid droplets, BODIPY imaging; inhibition, % at 6.5 µM; 0.4% of 240,000 active;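 active = lipid droplet intensity inhibited by at least 50%, with more than 500 cells counted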
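Assay system: AML12 hepatocytes (mouse) / Also added: 100 µM oleic acid challenge / Times: overnight treatment with compound plus oleate / Detection: high-content imaging of BODIPY-stained droplets and DAPI nuclei / Evaluation: % inhibition of lipid droplet signal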
WT yeast gro inh: growth inhibition of WT yeast, mitochondrial fusion screen; mitochondrial fusion phenotypic screen, WT strain; inhibition, % at 10 µM; 2.1% of 190,000 active; AID 1362; in the data active = inhibition above about 58%; tested in S. cerevisiae
XIAP displacement: small molecules displacing peptide from XIAP – biochemical, IAP family, fluorescence polarization (AID 1018). XIAP BIR domain, fluorescence polarization peptide displacement; higher % means a stronger effect. one-dose displacement, % at 20 µM; IC50 in µM for titrated hits. 0.007% of 200,000 active; in the data active = displacement above about 50%; note: a part of the inactive calls stands beside numbers as strong as those of hits
bCat nuc transl: beta-catenin nuclear translocation modulation | HeLa beta-catenin nuclear translocation, immunofluorescence imaging | nuclear translocation activity, % at 5 µM | 0.3% of 190,000 active;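 active = nuclear translocation activity above 50% at 5 µM, with a well cell count of 50 or more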;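 note: per-cell ratio of nuclear to cytoplasmic median beta-catenin stain intensity; plate controls were DMSO negative control for no effect and GSK-3 inhibitor IX positive control for full effect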
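Test system: human HeLa cells, endogenous beta-catenin. Times: 24 h compound exposure, 37°C. Measured by: beta-catenin immunofluorescence imaging with DAPI.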
Insulin prom up: MIN6 insulin promoter up-regulation. 0.3% of 190,000 active. z-score at 5 µM. MIN6 insulin promoter-GFP reporter, high-content imaging; active compounds read high. AID 1625;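 active = z-score above 3 at 5 µM with at least 500 cells counted in the well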
Dynein transport: blocks dynein driven cargo transport along microtubules; z-score, hits read low; 3617.4 mouse cells, GR-EGFP nuclear translocation imaging; test concentration mostly 20 µM; stimulated with dexamethasone, 1 µM; active compounds read low; 0.47% of 220,000 active;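 active = plate z-score of nuclear minus cytoplasmic receptor signal below a set negative limit, without overly bright fluorescence or cell loss, cut at about -3.5 in these data, passing the limit was not always enough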;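 note: z-score of nuclear minus cytoplasmic ring GR-EGFP intensity difference per well; some compounds called inactive have numbers as strong as hits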
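Medium: Induction medium lacking tetracycline, stripped serum | Probe or stimulus: 1.0 µM final dexamethasone stimulus | Schedule: 48 h induction, then 1 h compound, then 30 min agonist, 37 °C | Signal: Automated 10x imaging of fixed Hoechst-stained cells | Evaluation: Per-cell GR-EGFP intensity, nucleus versus surrounding cytoplasmic ring, well-averaged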
MT stabilize HCS: stabilizes microtubules in HeLa cells. % tubulin-high responders, % at 10 µM. 0.83% of 200,000 active. AID 2205. HeLa tubulin immunostaining HCS, 24 h; share of cells brighter than vehicle mean+2SD;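 active = plate Z-score above 3 for both tubulin-high and condensed-nucleus cell shares, with cell loss under 80%, at 10 µM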;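 note: anti alpha tubulin signal scored within the nucleus-defined area of each cell; some results filed as inactive read as strong as hits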
CSM14.1 death rescue: rescue of cells from ER stress-induced death, primary screen, 384-well, CSM14.1, thapsigargin, ATP luminescence (AID 1222); CSM14.1 thapsigargin-induced death rescue, ATP luminescence; higher % means a stronger effect; cellular ATP content (survival), % at 20 µM, or EC50 in µM where a hit was titrated; 190,000 tested, under 10 active;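 active = EC50 below 50 µM in the dose-response confirmation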;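 note: death triggered by thapsigargin at about 15 µM added after 2 h compound pretreatment; cell ATP read after overnight thapsigargin exposure of roughly 18 to 22 hours; normalized against plate controls of thapsigargin alone and 5% DMSO vehicle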
Autophagy mod: alters autophagy in cells. MEF GFP-LC3 puncta imaging; test concentration mostly 10 µM. calls only at 10 µM (by protocol). 0.98% of 190,000 active. AID 463193;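 active = percentage of spot-positive cells more than 3 SD above its plate mean, without a fluorescence outlier flag or 80% toxicity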;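 note: spot-positive cell cutoff set from DMSO-treated cells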
WT yeast gro inh mutant strain: also measured in WT yeast gro inh; calls as there; inhibition, %; mitochondrial fusion phenotypic screen, mutant strain inhibition
Dynein transport cytoplasmic EGFP: further read-out of Dynein transport, marked with its call; z-score; measured here: cytoplasmic GR-EGFP intensity; active compounds read high
Dynein transport nuclear GR-EGFP: recorded beside Dynein transport, whose call it bears; z-score; measured here: nuclear GR-EGFP intensity;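 lower value marks the stronger effect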
Dynein transport cell count: also measured in Dynein transport; calls as there; z-score; measured here: cell count per field
Insulin prom up cell count: also measured in Insulin prom up; calls as there; cell count; measured here: cytotoxicity, nuclei count;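 total cells summed across four imaged fields per well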
Lipid droplet cells 6.5 µM: further read-out of Lipid droplet, marked with its call; cell count; measured here: cell count, cytotoxicity flag;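 cells counted across two imaged fields per well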
bCat nuc transl cell count 5 µM: recorded beside bCat nuc transl, whose call it bears; cell count; measured here: cell count, cytotoxicity flag
MT stabilize HCS Hoechst-high %: further read-out of MT stabilize HCS, marked with its call; % Hoechst-high responders; measured here: nuclear condensation Hoechst responders;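 share of cells brighter than vehicle mean plus two SD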
MT stabilize HCS cytotoxicity %: also measured in MT stabilize HCS; calls as there; toxicity, %; measured here: cytotoxicity by cell density;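 0% = mean cell density of plate MIN control wells and 100% = no cells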
Autophagy mod cell loss 18 h: also measured in Autophagy mod; calls as there; toxicity, %; measured here: cell loss, nuclei count;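 cell loss after 18 h compound exposure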
* hit, by the source's call; i = inactive; / = no result given; + = active, no number.

SMILES | Lipid droplet | Lipid droplet cells 6.5 µM | WT yeast gro inh | WT yeast gro inh mutant strain | XIAP displacement | bCat nuc transl | bCat nuc transl cell count 5 µM | Insulin prom up | Insulin prom up cell count | Dynein transport | Dynein transport cytoplasmic EGFP | Dynein transport nuclear GR-EGFP | Dynein transport cell count | MT stabilize HCS | MT stabilize HCS Hoechst-high % | MT stabilize HCS cytotoxicity % | CSM14.1 death rescue | Autophagy mod | Autophagy mod cell loss 18 h
CCOC(=O)C1(CCOc2ccccc2)CCN(Cc2ccc(-n3cccn3)cc2)CC1 | -29 | 698 | 14 | 6 | -8.5% | -1.4 | 871 | / | / | 0.087 | 0.71 | 0.49 | 0.2 | 1.6 | 1.3 | 4.4 | 4.9% | i | 9
CCC(Oc1ccccc1)C(=O)Nc1nnc(C(F)(F)F)s1 (stereo not drawn) | -9 | 664 | 41 | 39 | -2.9% | -0.1 | 1084 | 0.16 | 1912 | 0.25 | -0.14 | 0.88 | 0.14 | 2.8 | 1.4 | 8.8 | -2.5% | i | 1
CC(C)Cn1cnc2c1c(=O)n(CC(=O)Nc1ccc3c(c1)OCO3)c(=O)n2Cc1ccccc1 | / | / | -2 | 7 | -5.4% | 0.2 | 1367 | -0.42 | 1731 | 0.12 | -0.15 | 0.57 | -0.9 | 3.8 | 3.3 | 9.2 | -1.3% | i | -6
CCOC(=O)c1c(N)c(C#N)cn1-c1ccccc1 | 2 | 684 | -48 | -5 | -0.8% | -0.8 | 1032 | / | / | -0.29 | -0.27 | -0.21 | -0.11 | 5.2 | 1.1 | 7.1 | -2.6% | i | -1
Cc1ccc(N/C=C2\C(=O)C3(C)CCC2C3(C)C)cc1C (stereo not drawn) | -6 | 723 | -3 | -8 | -4.4% | / | / | 0.12 | 1277 | -1.5 | -0.3 | -0.82 | 1 | 2.0 | 2.9 | 7.2 | -0.9% | i | 24
O=C1CC(c2ccccc2)CC(O)=C1C=NCCN1CCNCC1 (stereo not drawn) | / | / | 6 | -6 | -1.6% | 0.0 | 1154 | -0.51 | 974 | -0.058 | -0.3 | 0.14 | 0.11 | 6.1 | 3.2 | 1.6 | -0.6% | i | 3
Cc1c(-c2ccccc2)oc2c(C(=O)OCC(=O)Nc3ccc(C(N)=O)cc3)cccc2c1=O | -27 | 637 | -3 | -4 | -7.2% | / | / | 0.27 | 1282 | -0.22 | -0.34 | -0.46 | 0.35 | 2.7 | 4.7 | 3.6 | 5.2% | i | 7
CNS(=O)(=O)c1cccc(C(=O)OCc2cc(=O)n3cc(Br)ccc3n2)c1 | 6 | 685 | -14 | 1 | -8.7% | / | / | -0.68 | 1213 | -0.8 | -0.32 | -0.49 | 0.18 | 2.2 | 1.7 | 3.7 | -1.2% | i | -2
O=C(NCc1ccc(Cl)cc1)c1noc2c1CCCCC2 | -8 | 727 | 6 | -9 | 1.5% | -1.3 | 1130 | -0.12 | 1346 | -0.46 | -0.23 | -0.016 | 0.71 | 3.3 | 2.1 | 11 | 5.1% | i | 11
CC(C)Cc1csc(NC(=O)c2ccc(Br)cc2)c1C(=O)O | 10 | 701 | / | / | / | 0.8 | 1225 | -0.8 | 1317 | -1.9 | 5.4 | -0.15 | -5.3 | / | / | / | / | / | /
Cc1ccccc1OCc1nc2ccc(S(=O)(=O)N3CCOCC3)cc2[nH]1 | 7 | 817 | 2 | -5 | -2.7% | / | / | / | / | -0.5 | -0.1 | -0.43 | 0.67 | 1.1 | 1.4 | 6.7 | -0.9% | i | -1
O=C(CSc1nccc(=O)[nH]1)Nc1ccc(F)c(Cl)c1 | 0 | 698 | -3 | -5 | -4.9% | / | / | -0.05 | 1283 | 0.36 | 0.16 | 0.13 | 0.84 | 2.2 | 1.1 | 4.5 | -1.6% | i | 0
COc1cc(OC)c(C2N(c3ccc(Cl)cc3)C(=O)C3CCCN32)cc1OC (stereo not drawn) | / | / | 8 | 7 | 1.0% | / | / | 0.45 | 992 | -0.81 | -0.23 | -0.44 | 0.47 | 4.7 | 2.9 | 7.8 | 0.1% | i | 5
COc1cc2oc3ccccc3c2cc1N(CC(=O)N(C)C)S(=O)(=O)c1ccc(C)cc1 | -5 | 755 | -38 | 0 | -5.8% | -2.7 | 1086 | 0.56 | 839 | -1.1 | -0.26 | -0.27 | 0.66 | 2.2 | 1.1 | 7.3 | -0.6% | i | -8
Cc1nnc(SCc2ccccc2C#N)n1-c1ccccc1 | 29 | 725 | 12 | 20 | -10% | 1.2 | 1139 | 1.4 | 1268 | 0.077 | -0.27 | -0.0049 | 0.24 | 2.9 | 2.1 | 3.6 | 4.3% | i | 26
CC(=O)Nc1cccc2c1OCCO2 | / | / | -8 | 4 | 1.1% | 2.7 | 1137 | -0.43 | 1075 | -0.58 | -0.21 | -0.38 | 0.62 | 2.3 | 1.8 | 5.4 | -1.3% | i | 10
COc1ccc(C(=O)NCCc2nnc(SCC(=O)Nc3ccc(Br)cc3)n2C)cc1 | 0 | 757 | -11 | -14 | -9.6% | / | / | 1.4 | 793 | 0.87 | -0.15 | 0.52 | -0.39 | 2.7 | 2.2 | 6.0 | -0.2% | i | 4
Cc1ccc(Cn2cc(/C=N/Nc3ccc([N+](=O)[O-])cn3)c3ccccc32)cc1 | 14 | 576 | 0 | -13 | -9.5% | 1.3 | 1071 | 2.3 | 1420 | -4.6 | 9.8 | -0.036 | -0.0011 | 4.0 | 1.7 | 0.5 | -0.9% | + | 29*
COc1ccc(C(=O)NCC(=O)NCC(=O)OCC(=O)C(C)(C)C)cc1 | -14 | 722 | 8 | -3 | -12% | -3.4 | 567 | 0.53 | 1328 | -0.59 | -0.27 | 0.25 | 0.28 | 3.2 | 4.4 | 5.1 | -0.9% | i | 10
CCOC(=O)C1=C(c2ccccc2)NC(SCC(=O)Nc2cccc(C)c2)=C(C#N)C1c1ccco1 (stereo not drawn) | / | / | -4 | -23 | -2.5% | -0.1 | 1414 | -0.26 | 1385 | 3.1 | -0.14 | 1.8 | -1.8 | 4.3 | 1.9 | 2.9 | -1.6% | + | -4.4*
CCCCNC(=O)NC12CC3CC(CC(C3)C1)C2 | 24 | 672 | -5 | 17 | -5.2% | -2.1 | 937 | -0.11 | 1652 | -0.47 | 0.35 | 0.31 | 0.4 | 3.0 | 4.9 | 10 | 0.1% | i | -12
CCOC(=O)c1cccc(NC(=O)CCNS(=O)(=O)c2ccc3c(c2)CCN3C(=O)CC)c1 | / | / | -10 | 2 | -16% | -2.1 | 1391 | -1.2 | 1370 | 0.86 | 0.043 | 0.52 | 0.12 | 4.7 | 4.2 | 8.3 | -0.8% | i | 6
O=c1c2ccccc2c(C=NCCCN2CCOCC2)c(O)n1Cc1ccc2c(c1)OCO2 | 12 | 679 | -8 | 11 | -11% | 1.5 | 1034 | 0.39 | 1087 | 1.4 | -0.31 | 0.95 | -0.66 | 4.2 | 3.1 | 10 | 2.1% | i | -14
CC(=O)Nc1ccc(S(=O)(=O)N2CCN(CC3CC4C=CC3C4)CC2)cc1 (stereo not drawn) | 5 | 702 | -10 | -3 | -5.8% | 1.5 | 892 | -0.54 | 1446 | -0.6 | -0.15 | 0.15 | -0.17 | 2.1 | 1.5 | 1.4 | -0.1% | i | -5
CCOC(=O)/C(C#N)=C/c1ccc(OCC(=O)Nc2ccccc2)c(OC)c1 | -17 | 666 | 17 | 24 | -5.8% | -2.1 | 1080 | -0.18 | 1797 | / | / | / | / | 1.6 | 1.3 | 2.2 | -0.9% | i | -2
Cc1ccc(NC(=O)CN(c2ccccc2)S(=O)(=O)N(C)C)cc1 | -4 | 761 | 20 | -5 | -3.7% | -1.5 | 601 | 0.08 | 1374 | 3.3 | -0.016 | 2.4 | -2.7 | 2.2 | 2.1 | 1.2 | -0.2% | i | -6
Cc1ccc(NC(=O)CSc2nc(N)c(-c3ccccc3)c(=O)[nH]2)cc1Cl | -2 | 687 | -7 | 3 | -5.7% | 0.7 | 1090 | 0.73 | 1325 | -0.52 | -0.25 | -0.13 | -0.21 | 3.8 | 2.6 | 5.7 | 2.9% | i | -7
S=C1NC2=C(C(c3ccc(Br)cc3)N1)N1CCC2CC1 (stereo not drawn) | / | / | 1 | 13 | -3.1% | -4.1 | 1412 | 0.97 | 1596 | -0.38 | -0.082 | -0.79 | -0.3 | 2.4 | 1.2 | 6.2 | -0.9% | i | 1
Cc1ccc(C(=O)C2COC(=O)C2)cc1 (stereo not drawn) | 1 | 682 | -7 | -7 | -2.0% | / | / | -0.01 | 1332 | -0.76 | -0.25 | -0.15 | 0.95 | 2.4 | 1.6 | 5.3 | -2.2% | i | -8

3 compounds from above, sorted by the number in Dynein transport cytoplasmic EGFP, rising:
| smiles | WT yeast gro inh mutant strain | XIAP displacement | Dynein transport | Dynein transport cytoplasmic EGFP | Dynein transport nuclear GR-EGFP | Dynein transport cell count | MT stabilize HCS Hoechst-high % |
| --- | --- | --- | --- | --- | --- | --- | --- |
| CCC(Oc1ccccc1)C(=O)Nc1nnc(C(F)(F)F)s1 (stereo not drawn) | 39 | -2.9% | 0.25 | -0.14 | 0.88 | 0.14 | 1.4 |
| Cc1ccc(NC(=O)CN(c2ccccc2)S(=O)(=O)N(C)C)cc1 | -5 | -3.7% | 3.3 | -0.016 | 2.4 | -2.7 | 2.1 |
| CCOC(=O)C1(CCOc2ccccc2)CCN(Cc2ccc(-n3cccn3)cc2)CC1 | 6 | -8.5% | 0.087 | 0.71 | 0.49 | 0.2 | 1.3 |

This is a random part of the collection; overall some 4% were active at least once.
